Screening data as filed in PubChem.
LYP inhibition = inhibitors of LYP phosphatase, biochemical, fluorescence intensity, uHTS (AID 1779). recombinant LYP phosphatase, fluorescence intensity; higher % means a stronger effect. one-dose inhibition, % at 11.5 µM; IC50 in µM for titrated hits. hit rate 0.054% among 290,000; in the data active = inhibition above about 50%;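 also: plate controls were vehicle with enzyme for no effect and no enzyme for full effect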
Myeloid diff MLP = myeloid differentiation induction; ER-HoxA9 myeloid progenitors, lysozyme-GFP differentiation, flow cytometry; hit rate 1% among 360,000; calls only at 10 µM;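 active = normalized GFP-positive differentiation at or above the plate's own cutoff, the solvent-only control mean plus 3 SD; inconclusive = no clear call, values can overlap the other calls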;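 also: cells exposed to compound for four days before flow analysis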
Myeloid diff MLP GFP+ MAC1+ % = second read-out of Myeloid diff MLP, no call of its own (marks repeat the call); GFP+ MAC1+ double positive, %; measured here: differentiation confirmed by MAC1 staining
Active calls of the source: *; i = inactive; ? = inconclusive; · = not tested or not shown; + = active, no number. This is a subset. The share of hits here may be higher or lower than overall.

Start of the data: the first 2 compounds (preview)
SMILES	LYP inhibition	Myeloid diff MLP	Myeloid diff MLP GFP+ MAC1+ %
CC(Cc1nnc(SCC(=O)O)n1N)c1ccccc1 (configuration not stated)	-8%	i	0.5
O=C(CNc1ccc(Br)cc1)c1ccc(Br)s1	-5%	i	0.7

The listing, repeating the preview:
SMILES	LYP inhibition	Myeloid diff MLP	Myeloid diff MLP GFP+ MAC1+ %
CC(Cc1nnc(SCC(=O)O)n1N)c1ccccc1 (configuration not stated)	-8%	i	0.5
O=C(CNc1ccc(Br)cc1)c1ccc(Br)s1	-5%	i	0.7
Cc1noc(C)c1CCC(=O)N1CCCC(N2CCN(c3ccc(F)cc3)CC2)C1 (configuration not stated)	-1%	i	0.9
COc1ccc(CCNC(=O)C2CCCN(C(=O)c3ccc(Cl)cc3)C2)cc1 (configuration not stated)	-9%	i	2.0
Cc1occc(=O)c1OCc1c(Cl)cccc1Cl	-12%	i	0.5
CC12CC3CC(C)(C1)CC(C(=O)NNC(=O)c1ccncc1)(C3)C2	-4%	i	0.8
COc1ccc(/C=N\NC(=O)c2ccc(F)cc2)cc1COc1cc(F)ccc1[N+](=O)[O-]	0%	i	0.0
COc1ccc(CNC(=O)c2c[nH]c3c(OC)cc(OC)cc3c2=O)cc1	-6%	i	0.9
O=C(Cc1ccc(Cl)cc1Cl)Nc1ccncc1Cl	-4%	i	1.9
O=C(O)c1ccc(/C=C/C(=O)c2ccc3c(c2)OCCCO3)cc1	-8%	i	1.9
Cc1ccc2nc(Nc3ccccc3)cc(C)c2c1	-7%	i	0.0
CCOc1ccc(C(O)(c2ccccc2)C(CN2CCCC2)c2ccccc2)cc1 (configuration not stated)	2%	i	0.6
O=C(NCCc1ccc(C(F)(F)F)cc1)c1ccc(Cl)nc1	-6%	i	0.4
CCn1cc(Br)c(C(=O)Nc2ccc(F)cc2F)n1	-4%	i	0.5
COc1ccc(C2c3c(nc[nH]c3=O)Oc3nc[nH]c(=O)c32)cc1	-3%	i	0.4
COc1cccc(-c2cccc(NC(=O)C3CCN(Cc4cnn(C)c4)CC3)c2)c1	-7%	i	0.3
COc1cccc(CN2CCN(Cc3cc(OC)c(OC)cc3OC)CC2)c1	-9%	i	0.4
CC[C@@]1(c2cccc(C)c2)C(=O)N(C(=O)OC)N1C(=O)OC	-13%	i	1.0
CC(C)(C)N=Cc1c(O)ccc2oc3c(c12)CCCC3	-4%	i	0.6
CCC(C(=O)NCc1ccc(F)cc1)N(CCc1ccccc1)C(=O)c1snc(C(N)=O)c1N (configuration not stated)	-6%	i	0.3
CC(=O)N(C)c1cccc(-c2ccc3nnc(C)n3n2)c1	-6%	i	0.8
CCN(CC)S(=O)(=O)c1cccc(C(=O)OC2CCOC2=O)c1 (configuration not stated)	-4%	i	0.2
COc1ccccc1NC(=O)Cc1nnc(SCC(=O)c2ccc(F)cc2)n1C	-11%	i	1.8
CC(C)(Cc1cc(CC(C)(C)C(=O)O)cc(C(C)(C)C)c1)C(=O)O	-8%	i	0.4
Oc1ccc(Br)cc1/C=N/Nc1ccccn1	1%	?	·

Molecules above with a COOH group (3):
SMILES	LYP inhibition	Myeloid diff MLP	Myeloid diff MLP GFP+ MAC1+ %
CC(Cc1nnc(SCC(=O)O)n1N)c1ccccc1 (configuration not stated)	-8%	i	0.5
O=C(O)c1ccc(/C=C/C(=O)c2ccc3c(c2)OCCCO3)cc1	-8%	i	1.9
CC(C)(Cc1cc(CC(C)(C)C(=O)O)cc(C(C)(C)C)c1)C(=O)O	-8%	i	0.4

(list continues)
SMILES	LYP inhibition	Myeloid diff MLP	Myeloid diff MLP GFP+ MAC1+ %
O=C(COc1ccccc1[N+](=O)[O-])Nc1ccccc1N1CCCCC1	-3%	i	0.8
CCN(CC)S(=O)(=O)c1ccc(C(=O)NN(C)C2=NS(=O)(=O)c3ccccc32)cc1	-1%	i	0.4
O=C(CSc1nnc(-c2ccncc2)o1)Nc1nncs1	-8%	i	0.7
CN(C(=O)c1cccc(NC(=O)c2ccco2)c1)c1ccccc1	-6%	i	0.5
C[C@H](NCc1c[nH]c2ccccc12)c1ccccc1	-9%	i	0.3
COc1ccc(C)cc1S(=O)(=O)n1cnc2ccccc21	-12%	i	0.6
CN(C)S(=O)(=O)c1ccc(C(=O)NCC(=O)Nc2ccc(F)c(F)c2)cc1	-7%	i	0.4
COc1ccc(C)cc1NC(=O)CCN1CCN(C/C=C/c2ccccc2)CC1	-7%	i	0.3
Cc1cccc(N(CC(O)CN2CCCC2)S(=O)(=O)c2ccccc2)c1 (configuration not stated)	-4%	i	0.3
COc1ccccc1NC(=O)CCN1C(=O)/C(=C/c2cc(OC)c(OC)c(OC)c2)SC1=S	-9%	i	0.7
CCOC(=O)c1ccc(NC(=O)CSc2nnc(CNC(=O)c3ccco3)o2)cc1	-13%	i	3.4
Cc1ccc(-n2nc3c(=O)n(CCCC(=O)N4CCC(C)CC4)nc(C)c3c2C)cc1	-10%	i	0.0
Cc1cccc(CC(=O)NCCN2CCCCC2)c1	-10%	i	0.3
COc1ccc(C(=O)N(C)C2CCCCC2)cc1OC1CCN(C(C)C)CC1	0%	i	1.0
CCC(=O)Nc1nnc(S(=O)(=O)N(CC(C)C)c2ccccc2)s1	2%	i	0.3
CCCc1nn2c(=O)cc(CSCC(=O)Nc3cccc(OC)c3)nc2s1	-3%	i	0.6
O=C(NNC(=O)C1CCC1)c1ccc(Cl)cc1	-10%	i	1.8
Cc1ccc(C)c(NC(=O)CCN2CCC(C)CC2)c1	-10%	i	0.5
NC(=O)c1c(NC(=O)c2ccc(F)cc2)sc2c1CCC2	-8%	?	·
Cc1cc2[nH]c(=O)c(=O)[nH]c2cc1S(=O)(=O)NC1CCC(C)CC1 (configuration not stated)	-8%	i	6.6
CCc1ccc(CNC(=O)C2CCCN(S(=O)(=O)N3CC(C)CC(C)C3)C2)cc1 (configuration not stated)	3%	+	·
Cc1cccc(-c2nc(Nc3ccc(O)cc3)c3ccccc3n2)c1	3%	i	4.3
COc1cccc(-c2c(C(=O)N/N=C/c3cccs3)nnn2-c2nonc2N)c1	0%	i	4.1
COc1cc(C(=O)NCc2nnc(SCC(=O)NCc3ccco3)o2)cc(OC)c1OC	-6%	i	2.0
COc1ccc(OC)c(C2C(C(=O)c3cccs3)=C(O)C(=O)N2CCN2CCOCC2)c1 (configuration not stated)	-3%	i	0.4
The results go on.
SMILES	LYP inhibition	Myeloid diff MLP	Myeloid diff MLP GFP+ MAC1+ %
COc1cccc(N(CC(=O)NC2CCCCC2)C(=O)c2snc(C(N)=O)c2N)c1	-12%	i	0.9
O=S(=O)(NCc1cccs1)c1ccc(Cl)s1	-11%	i	0.6
Cc1cc(C(=O)NC2CCCc3ccccc32)ccc1[N+](=O)[O-] (configuration not stated)	-4%	i	1.0
CC(Oc1ccc2c(-c3ccccc3)cc(=O)oc2c1)C(=O)N[C@H](Cc1c[nH]c2ccccc12)C(=O)O (some centres not stated)	3%	i	3.5
COc1ccccc1CNS(=O)(=O)c1ccc(-c2cnc(C3CC3)o2)cc1	-7%	?	·
CN(Cc1ccccn1)C(=O)CC1C(=O)NCCN1Cc1ccc(F)cc1Cl (configuration not stated)	-10%	i	4.1
O=C(CCNS(=O)(=O)c1cccs1)N1CCN(c2ccc(F)cc2)CC1	-9%	i	0.5
COCCn1c(SCC(=O)NC2CCCC2)nnc1C(C)C	-11%	i	2.9
CCOC(=O)C1CCCN(C(=O)c2[nH]c3ccc(OC)cc3c2C)C1 (configuration not stated)	-6%	i	0.5
O=C(COc1ccc2ccccc2c1)NNC(=O)Nc1ccccc1F	-5%	i	4.4
CCc1ccc(N2CC(C)Cn3c2nc2c3c(=O)[nH]c(=O)n2C)cc1 (configuration not stated)	-4%	i	0.4
CSc1nsc(SCC(=O)Nc2cc(C(=O)O)ccc2C)n1	0%	i	1.1
O=C(O)c1cccc(S(=O)(=O)NNc2ccccc2C(F)(F)F)c1	-2%	i	0.5
COc1ccccc1N1CCN(C(=O)c2ccc(N(C)S(=O)(=O)c3ccccc3)cc2)CC1	-10%	i	3.1
CC(C)c1ccc(/C=C(\NC(=O)c2ccccc2)C(=O)NCCCn2ccnc2)cc1	-3%	i	0.0
CC(=O)Cc1nsc(NC(=O)c2ccc(COc3ccccc3C)o2)n1	-9%	i	0.7
O=C(NC1CCCC1)C(c1ccncc1)N(C(=O)c1ccco1)c1ccc(F)c(Cl)c1 (configuration not stated)	-5%	i	1.0
O=C(c1ccccc1)c1cc2cc(Cl)ccc2[nH]1	-6%	i	0.3
CC1CN(C(=O)CCC(=O)N2CCOCC2)c2ccccc2O1 (configuration not stated)	-8%	i	2.5
Cc1cc(OCC(=O)N2CCOCC2)ccc1NC(=O)c1ccccc1C	-3%	i	0.3
CCN(CC(=O)NCc1ccc(Cl)cc1)C(=O)c1cc(S(=O)(=O)NCc2ccccc2)ccc1C	-8%	i	1.3
O=C(O)CSc1c2c(nc3cc(C(=O)Nc4cccc(C(F)(F)F)c4)ccc13)CCC2	-6%	i	0.0
C=CCc1c(C)nc2cc(-c3ccccc3)[nH]n2c1=O	-10%	i	0.7
CCOc1ccc2[nH]c(C)c(CN3CCCCCC3)c(=O)c2c1	2%	i	1.1
O=C(CN1C(=O)c2cccc3cccc(c23)C1=O)NCCCO	-3%	i	0.6
Remaining list, next part.
SMILES	LYP inhibition	Myeloid diff MLP	Myeloid diff MLP GFP+ MAC1+ %
COCCOC(=O)c1c(C)n(C)c2ccc(OC(=O)c3ccccc3OC)cc12	-5%	i	0.6
CC(C)N1CC(C(=O)Nc2ccc(Cl)c([N+](=O)[O-])c2)CC1=O (configuration not stated)	-6%	i	0.5
Cc1cccc(C(C)C)c1NS(=O)(=O)c1cn(C)nc1C	-7%	i	0.6
O=C(NC(O)C(=O)c1ccccc1)c1ccc(F)cc1 (configuration not stated)	-10%	i	0.1
C=CCn1c(=N)n(CC(=O)c2ccccc2)c2ccccc21	-2%	i	0.7
COc1ccc(CNC(=O)NCCc2c[nH]c3ccccc23)cc1	1%	i	1.0
O=C(NCCN1C(=O)S/C(=C\c2cccc(Cl)c2Cl)C1=O)C1=COCCO1	-5%	i	1.1
COc1ccc(NC(=O)c2cc(-c3cc(OC)c(OC)c(OC)c3)nc3ccccc23)c(OC)c1	-4%	?	·
CC(C)(C)c1ccc(C(=O)N2CCC3(CC2)NCCc2[nH]cnc23)cc1	-8%	i	1.0
COc1cccc(CN2CCNC(=O)C2CC(=O)NC2CCCC2)c1OC (configuration not stated)	-11%	i	1.7
O=C(CN1CCc2ccccc2C1)Nc1ccccc1C(F)(F)F	-4%	i	0.5
CN1CCN(CCC(=O)Nc2ccccc2)CC1	-4%	i	0.3
Cc1ccc(C(C)NC(=O)c2ccncc2)cc1C (configuration not stated)	-9%	i	2.9
COCCCNC(=S)N(CCCN(C)C)Cc1cc2cc3c(cc2[nH]c1=O)OCCO3	-7%	i	0.3
COc1ccc(/C=C2/Sc3ccc(C(=O)NCCN4CCCCCC4)cc3NC2=O)cc1	-17%	?	·
CCOC(=O)CNC(=O)Cn1cnc2c(oc3ccccc32)c1=O	-7%	i	0.6
COc1ccccc1N1C(=NC(=O)COc2ccccc2)SC2CS(=O)(=O)CC21 (configuration not stated)	-9%	i	0.9
Cc1c(Cl)cccc1NC(=O)NCc1cccnc1	-8%	i	0.7
CCOc1ccccc1NC(=O)c1cc(-c2cc(OC)c(OC)c(OC)c2)nc2ccccc12	-2%	i	2.8
COC(=O)C(NC(=O)CCC(=O)N[C@@H](C(=O)OC)c1ccccc1)c1ccccc1 (some centres not stated)	-12%	i	2.9
O=S(=O)(Nc1ccc(OC(F)F)cc1)c1ccc(-c2ccon2)s1	-2%	i	0.7
O=C(NCCc1ccc(Cl)cc1)c1cc(-c2ccccn2)nc2ccccc12	-7%	i	3.0
O=C(C1CC(=O)N(c2ccccc2)C1)N1CCN(c2ccc(F)cc2)CC1 (configuration not stated)	-8%	i	0.0
CNc1c(NC(=O)C2CCC(C)CC2)c(=O)oc2ccccc12 (configuration not stated)	-4%	i	0.4
CN(CC(=O)N1CCC(C(N)=O)CC1)S(=O)(=O)c1ccc2ccccc2c1	-7%	i	0.7

Whole records, quoted from the list. Screens in order: LYP inhibition	Myeloid diff MLP	Myeloid diff MLP GFP+ MAC1+ %
`CC12CC3CC(C)(C1)CC(C(=O)NNC(=O)c1ccncc1)(C3)C2` in the list: -4%	i	0.8
`O=C(NNC(=O)C1CCC1)c1ccc(Cl)cc1` in the list: -10%	i	1.8
`CCOC(=O)CNC(=O)Cn1cnc2c(oc3ccccc32)c1=O` in the list: -7%	i	0.6
`O=C(NCCc1ccc(Cl)cc1)c1cc(-c2ccccn2)nc2ccccc12` in the list: -7%	i	3.0
`Cc1ccc(-n2nc3c(=O)n(CCCC(=O)N4CCC(C)CC4)nc(C)c3c2C)cc1` in the list: -10%	i	0.0

The list goes on.
SMILES	LYP inhibition	Myeloid diff MLP	Myeloid diff MLP GFP+ MAC1+ %
COc1cccc(-c2nc(-c3ccncc3)no2)c1	-8%	i	0.3
Cc1nn(C)cc1S(=O)(=O)NCc1ccc2c(c1)OCO2	-2%	i	1.6
CCn1c(NC(=O)/C=C/c2ccc(F)cc2)nc2ccccc21	-1%	i	0.9
COc1cc(OC)cc(C(=O)NC(C(=O)N2CCc3ccccc3C2)C(C)C)c1 (configuration not stated)	-7%	i	0.8
Cc1ccc(C(=O)O/N=C(\N)Cc2cccs2)c(Cl)c1	-7%	i	0.3
O=[N+]([O-])c1ccccc1/C=C/CN1CCCC(CO)C1 (configuration not stated)	-2%	i	0.6
Cc1ccc(-c2ccc(=O)n(Cc3ccc(F)cc3Cl)n2)cc1	-3%	i	0.4
CCCCSCCCNC(=O)c1ccc2c(c1)N(CC)C(=O)c1ccccc1S2=O (configuration not stated)	-7%	i	0.5

Some entries already given with just LYP inhibition:
| mol | LYP inhibition |
| --- | --- |
| O=[N+]([O-])c1ccccc1/C=C/CN1CCCC(CO)C1 (configuration not stated) | -2% |
| Cc1ccc(C(=O)O/N=C(\N)Cc2cccs2)c(Cl)c1 | -7% |
